Source: PubChem
ALDH1A1 block – blocks purified human ALDH1A1 activity; Purified ALDH1A1, NADH fluorescence, propionaldehyde substrate; AID 1030; Potency, µM (top dose mostly 75.3 µM), for inactives: at the highest dose activity, negative = inhibition, most hits filed as inhibitors; P00352; 220,000 compounds, 7.3% hits; active means well fitted inhibition curve with a large enough effect, not every such curve was filed as active; inconclusive means small, poorly fitted or top-dose-only effect, or another doubt; inactive means no such curve, though single readings can be large or run the other way;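 further: plate controls were no enzyme wells and a reference inhibitor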
TRb-SRC2 inh – inhibitors of human thyroid hormone receptor beta-SRC2 interaction | P10828 | TRbeta-SRC2 peptide binding, fluorescence polarization; receptor liganded with 1 µM T3 | Potency, µM (doses to about 106 µM), for the others: top-dose activity change, negative = inhibition, usual class: inhibitors | 280,000 compounds, 0.065% hits;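 further: plate controls were bound peptide for no effect and peptide without receptor for full effect; nearly all actives have a fitted effect of over 50% in size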
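Human TRb ligand-binding domain (0.6 uM) is mixed with 20 nM Texas Red SRC2 peptide and 1 uM T3; after compound addition and 5 hr at ambient temperature, polarization is measured and normalized to unbound and bound controls.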
Tau ThT inhib – blocks human tau fibril formation measured by thioflavin T; recombinant tau K18 P301L, heparin-induced fibrillization, ThT fluorescence; Potency, µM (highest dose often 57.4 µM), for inactives: at the highest dose activity, negative = inhibition, most hits filed as inhibitors; 270,000 compounds, 2.1% hits; further: nearly all actives have a fitted effect of over 55% in size
Target sequence (P10636 561-689 P618L limits assumed): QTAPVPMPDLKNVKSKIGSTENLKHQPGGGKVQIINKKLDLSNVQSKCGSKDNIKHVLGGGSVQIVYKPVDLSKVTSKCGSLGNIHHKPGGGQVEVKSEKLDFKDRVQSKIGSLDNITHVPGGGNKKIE
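Fibril formation assay: tau K18 P301L at 15 uM with trace Alexa 594 label, heparin inducer 20 uM, pH 7 sodium acetate buffer, 37 C for 6 hr; endpoint ThT signal.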
L3MBTL1 block – blocks human L3MBTL1. 230,000 compounds, 0.66% hits. AlphaScreen L3MBTL1–H3K9me1 peptide binding. Potency, µM (titrated, usually from 57.1 µM), without a hit: top-dose activity, negative = inhibition, hits mostly inhibitors. Q9Y468; further: nearly all actives have a fitted effect of over 60% in size
Target sequence (Q9Y468 whole entry, looked up): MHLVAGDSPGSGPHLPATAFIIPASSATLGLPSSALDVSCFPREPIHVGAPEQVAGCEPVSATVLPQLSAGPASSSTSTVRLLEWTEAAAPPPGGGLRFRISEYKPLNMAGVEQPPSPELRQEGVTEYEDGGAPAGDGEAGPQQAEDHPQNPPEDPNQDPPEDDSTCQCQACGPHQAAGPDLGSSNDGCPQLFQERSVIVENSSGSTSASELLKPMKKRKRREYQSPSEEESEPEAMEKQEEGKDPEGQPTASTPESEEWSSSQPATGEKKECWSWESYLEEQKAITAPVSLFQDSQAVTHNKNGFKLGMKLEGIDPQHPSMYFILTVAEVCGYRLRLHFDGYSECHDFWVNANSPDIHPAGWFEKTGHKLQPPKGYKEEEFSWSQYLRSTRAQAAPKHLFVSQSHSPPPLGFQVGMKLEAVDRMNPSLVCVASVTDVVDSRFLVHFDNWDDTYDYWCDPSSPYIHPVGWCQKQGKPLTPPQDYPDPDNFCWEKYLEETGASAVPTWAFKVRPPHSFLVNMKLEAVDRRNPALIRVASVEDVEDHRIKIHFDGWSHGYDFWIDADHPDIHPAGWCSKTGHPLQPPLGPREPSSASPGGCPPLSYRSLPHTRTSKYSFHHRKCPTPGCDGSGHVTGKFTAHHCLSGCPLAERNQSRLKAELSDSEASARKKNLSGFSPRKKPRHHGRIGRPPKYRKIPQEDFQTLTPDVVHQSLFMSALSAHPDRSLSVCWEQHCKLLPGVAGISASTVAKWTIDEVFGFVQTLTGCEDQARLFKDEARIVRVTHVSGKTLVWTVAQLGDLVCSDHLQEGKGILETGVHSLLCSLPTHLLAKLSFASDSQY
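L3MBTL1 50 nM + b-AHA-H3(1-15)K9me1 75 nM, 30 min RT; compound added, 30 min RT; streptavidin donor/Ni-chelate acceptor beads 10 ug/mL each final, 30 min RT dark; AlphaScreen read.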
aGal spleen mod – alpha-galactosidase A (human) modulation | P06280 | human spleen homogenate, 4MU-alpha-Gal fluorescence, 40 min | Potency, µM (highest dose often 80 µM), for inactives: at the highest dose activity change, negative = inhibition, actives largely listed as inhibitors | 240,000 compounds, 0.008% hits | AID 2107;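 further: 0% = enzyme with vehicle and -100% = no enzyme basal signal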
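Human spleen homogenate (1 ug) as enzyme source, 4-methylumbelliferyl-alpha-D-galactopyranoside 1 mM final, citrate/phosphate pH 5.0 with 0.01% Tween-20. Compounds 40 min at 37C, NaOH/glycine stop; fluorescence Ex 365/Em 440, Hill-fit AC50.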
TR SRC2 fluor cs – alters Texas Red total fluorescence, flagging assay interference; TRb/SRC2 Texas Red total fluorescence interference; Potency, µM (doses to about 106 µM), inactives show at the top dose fluorescence change, negative = quenching; 280,000 compounds, 0.29% hits; AID 1479; active means well fitted curve in either direction with a large enough effect; inconclusive means small, poorly fitted or top-dose-only effect
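Human TRb ligand-binding domain at 0.6 uM with 20 nM Texas Red SRC2 peptide in Tris buffer containing 1 uM T3 and 5% DMSO, incubated with compound 5 h at ambient temperature. Total fluorescence (555/632 nm) calculated as parallel + 2 × perpendicular.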
Tau fluor cs – counter-screen for tau fibril formation inhibitors. tau K18 P301L Alexa594 fluorescence, heparin fibrillization. 280,000 compounds, 0.93% hits. Potency, µM (top dose mostly 57.7 µM), for the others: at the highest dose activity change, negative = decrease; further: nearly all actives have a fitted effect of over 55% in size
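Human tau K18 P301L (15 uM unlabeled, 0.24 uM Alexa 594-labeled) in 100 mM sodium acetate pH 7 with 20 uM heparin, 6 hr at 37 C. ThT 30 uM added, 1 hr ambient; Alexa 594 FP and total fluorescence read at 555/632 nm.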
Tau FP inhib – blocks human tau fibril formation measured by polarization | Potency, µM (top dose mostly 57.7 µM), without a hit: top-dose activity, negative = inhibition, actives largely listed as inhibitors | 280,000 compounds, 0.39% hits | K18 P301L tau heparin fibrillization, Alexa594 FP, 6 h; further: nearly all actives have a fitted effect of over 55% in size
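K18 P301L tau (15 uM unlabeled/0.24 uM Alexa 594-labeled, final) + compound + heparin 20 uM final; 100 mM NaOAc pH 7; 6 hr 37 C; ThT 30 uM final added, 1 hr RT; FP ex 555/em 632 nm.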
Numbers without * were called inactive; ? = inconclusive; / = not tested or not shown; & = joins results of further samples; [ ] = another dose, or the depositor's remark. Unless noted, the call rests on the fitted dose curve; in most records, active means well fitted curve in the direction sought with a large enough effect; inconclusive means small, poorly fitted or top-dose-only effect, or another doubt; inactive means no such curve, though single readings can be large; an effect the other way counts as inactive or inconclusive. Unless noted, on the % scale 0 is the no-effect control and ±100 the full control effect; potency means the concentration at half of the fitted maximal effect.

The first 12 entries as a preview:
Value order: ALDH1A1 block	TRb-SRC2 inh	Tau ThT inhib	L3MBTL1 block	aGal spleen mod	TR SRC2 fluor cs	Tau fluor cs	Tau FP inhib
1) COc1cc(OC)cc(-c2cc3nc(C)c(CCC(=O)NCCc4cccc(C)c4)c(C)n3n2)c1
 : /	-2%	?	/	/	-1%	-18%	5%
2) CCOC(=O)c1ccc(NC2=CC(c3ccc(OCC)cc3)N(c3ccc(C(=O)OCC)cc3)C2=O)cc1 (stereo not given)
 : /	5%	-21%	/	/	?	-6%	-13%
3) C=CCNC(=S)Nc1ccc(N2CCOCC2)c(S(=O)(=O)Nc2ccccc2Cl)c1
 : -10%	-4%	-6%	-4%	-7%	-2%	?	-12%
4) Cc1cc(C)c(C#N)c(N2CCC(C(N)=O)CC2)n1
 : ?	-10%	6%	10%	2%	-2%	8%	-4%
5) CCCc1c(C(=O)Nc2ccc(F)cc2)cnn1-c1ccccc1
 : /	-2%	-7%	10%	5%	-6%	-26%	-10%
6) CCCn1c(SCC(=O)Nc2cccc(C(=O)OCC)c2)nnc1-c1ccoc1C
 : ?	2%	-23%	-15%	4%	1%	-14%	5%
7) COc1ccc(S(=O)(=O)N(Cc2ccccc2)Cc2nc3ccccc3c(=O)[nH]2)cc1
 : 6.3µM*	2%	-1%	7%	0%	-2%	-8%	-4%
8) O=C(/C=C/c1ccccc1)NC(=S)NNC(=O)c1cccnc1
 : -8%	-1%	-17%	-3%	-17%	-6%	-3%	10%
9) CCC(=O)Nc1nnc(-c2ccccn2)o1
 : ?	5%	0%	-1%	1%	-4%	-4%	2%
10) COc1ccc(-c2csc3ncnc(Cl)c23)cc1
 : -6%	9%	-9%	13%	2%	-3%	-15%	?
11) Cc1cc(Cl)ccc1OC(C)C(=O)NCCCCc1ccccc1 (stereo not given)
 : -7%	0%	?	/	6%	1%	-13%	7%
12) COc1cc(CC(=O)N2CCc3ccccc32)cc(OC)c1OC
 : -1%	-23%	-8%	/	3%	1%	-5%	8%

The whole of this part, previewed entries included:
Value order: ALDH1A1 block	TRb-SRC2 inh	Tau ThT inhib	L3MBTL1 block	aGal spleen mod	TR SRC2 fluor cs	Tau fluor cs	Tau FP inhib
1) COc1cc(OC)cc(-c2cc3nc(C)c(CCC(=O)NCCc4cccc(C)c4)c(C)n3n2)c1
 : /	-2%	?	/	/	-1%	-18%	5%
2) CCOC(=O)c1ccc(NC2=CC(c3ccc(OCC)cc3)N(c3ccc(C(=O)OCC)cc3)C2=O)cc1 (stereo not given)
 : /	5%	-21%	/	/	?	-6%	-13%
3) C=CCNC(=S)Nc1ccc(N2CCOCC2)c(S(=O)(=O)Nc2ccccc2Cl)c1
 : -10%	-4%	-6%	-4%	-7%	-2%	?	-12%
4) Cc1cc(C)c(C#N)c(N2CCC(C(N)=O)CC2)n1
 : ?	-10%	6%	10%	2%	-2%	8%	-4%
5) CCCc1c(C(=O)Nc2ccc(F)cc2)cnn1-c1ccccc1
 : /	-2%	-7%	10%	5%	-6%	-26%	-10%
6) CCCn1c(SCC(=O)Nc2cccc(C(=O)OCC)c2)nnc1-c1ccoc1C
 : ?	2%	-23%	-15%	4%	1%	-14%	5%
7) COc1ccc(S(=O)(=O)N(Cc2ccccc2)Cc2nc3ccccc3c(=O)[nH]2)cc1
 : 6.3µM*	2%	-1%	7%	0%	-2%	-8%	-4%
8) O=C(/C=C/c1ccccc1)NC(=S)NNC(=O)c1cccnc1
 : -8%	-1%	-17%	-3%	-17%	-6%	-3%	10%
9) CCC(=O)Nc1nnc(-c2ccccn2)o1
 : ?	5%	0%	-1%	1%	-4%	-4%	2%
10) COc1ccc(-c2csc3ncnc(Cl)c23)cc1
 : -6%	9%	-9%	13%	2%	-3%	-15%	?
11) Cc1cc(Cl)ccc1OC(C)C(=O)NCCCCc1ccccc1 (stereo not given)
 : -7%	0%	?	/	6%	1%	-13%	7%
12) COc1cc(CC(=O)N2CCc3ccccc32)cc(OC)c1OC
 : -1%	-23%	-8%	/	3%	1%	-5%	8%
13) Cc1ccc(-c2[nH]c3c(c2-c2c(-n4cccc4)n(C)c(=O)[nH]c2=O)c(=O)[nH]c(=O)n3C)cc1
 : /	1%	3%	/	/	-9%	-3%	-8%
14) CCOc1ccc2nc(NC3=NC(C)(C)C=C(C)N3)nc(C)c2c1
 : 6%	-3%	?	/	-1%	0%	-8%	4%
15) CCOCCCNC(=O)c1cn(CC)c2ccc(S(=O)(=O)N3CCc4ccccc4C3)cc2c1=O
 : /	-15%	-12%	/	/	-2%	-19%	-2%

Following part
Value order: ALDH1A1 block	TRb-SRC2 inh	Tau ThT inhib	L3MBTL1 block	aGal spleen mod	TR SRC2 fluor cs	Tau fluor cs	Tau FP inhib
16) N=C1C(c2ccccc2)=C(O)C2CCc3ccccc3N12 (stereo not given)
 : 8%	-11%	-6%	-11%	-1%	-4%	6%	5%
17) Cc1ccc(-c2c(C#N)c(N)nc3c2CCCCC3)o1
 : ?	1%	2%	-6%	-13%	-4%	0%	-1%
18) Cc1nn(-c2ccccc2)c(Cl)c1/C=C(\CC(=O)O)c1nc2ccccc2s1
 : -7%	-6%	-20%	/	-2%	1%	-8%	4%
19) O=C(NCC1(c2ccccc2)CCOCC1)c1ccc(Br)o1
 : ?	-1%	-5%	-4%	0%	-2%	-8%	1%
20) Cn1c(-c2ccc(Br)o2)nc2ccccc21
 : ?	0%	0%	-3%	0%	-3%	10%	-1%
21) CCc1ccc(-n2c(CSc3nnnn3-c3ccccc3)nc3ccccc3c2=O)cc1
 : 1.4µM*	-7%	4%	/	-25%	0%	-3%	?
22) CCN(C(=O)CN(C)S(=O)(=O)c1ccc2c(c1)c(=O)n(C)c(=O)n2C)c1ccc(OC)cc1
 : /	4%	-8%	/	/	4%	-11%	-8%
23) CS(=O)(=O)N(Cc1ccccc1)c1ccccc1C(=O)O
 : 12%	3%	-2%	/	-1%	-1%	3%	7%
24) CCc1c(C)nc2nncn2c1NCc1ccc(OC)cc1
 : /	6%	-4%	/	/	-2%	-6%	-2%
25) O=C(Cc1ccc(Cl)cc1)c1c[nH]c(C(=O)NCCCN2CCOCC2)c1
 : -2%	-12%	0%	16%	-4%	0%	-4%	-9%
26) CCOC(=O)Nc1ccc(S(=O)(=O)Nc2cc(C)nc(C)n2)cc1
 : -2%	1%	-7%	/	1%	2%	-12%	-4%
27) O=c1cc(-c2ccccc2)oc2cc(OCc3ccccc3)cc(O)c12
 : -4%	8%	-8%	-3%	9%	-1%	?	-9%
28) CN(Cc1ccccc1NCC(=O)Nc1ccccc1C#N)C1CCCCC1
 : -5%	-1%	-5%	-7%	4%	-2%	-11%	-3%
29) CCCCCCC(=O)Nc1nc(C)c(-c2csc(Nc3ccc(Cl)cc3)n2)s1
 : ?	3%	5µM*	-16%	4%	2%	6.3µM*[quencher]	0%
30) CC(C)n1c(O)c(N=NC(=O)CNC(=O)CCc2ccccc2)c2ccccc21
 : /	-3%	?	-15%	1%	-1%	-16%	1%

Compound profiles, from the list above.
CCOC(=O)Nc1ccc(S(=O)(=O)Nc2cc(C)nc(C)n2)cc1 is listed with ALDH1A1 block: -2%; TRb-SRC2 inh: 1%; Tau ThT inhib: -7%; L3MBTL1 block: /; aGal spleen mod: 1%; TR SRC2 fluor cs: 2%; Tau fluor cs: -12%; Tau FP inhib: -4%
Cc1nn(-c2ccccc2)c(Cl)c1/C=C(\CC(=O)O)c1nc2ccccc2s1 is listed with ALDH1A1 block: -7%; TRb-SRC2 inh: -6%; Tau ThT inhib: -20%; L3MBTL1 block: /; aGal spleen mod: -2%; TR SRC2 fluor cs: 1%; Tau fluor cs: -8%; Tau FP inhib: 4%

Carrying on:
Value order: ALDH1A1 block	TRb-SRC2 inh	Tau ThT inhib	L3MBTL1 block	aGal spleen mod	TR SRC2 fluor cs	Tau fluor cs	Tau FP inhib
31) Cc1cc2nc(CS(=O)(=O)c3ccccc3)cc(=O)n2[nH]1
 : 11%	6%	2%	8%	8%	-4%	1%	7%
32) Cn1cccc1C(=O)NC(=O)COC(=O)c1cc(Cl)ccc1[N+](=O)[O-]
 : -3%	2%	-9%	-7%	2%	-3%	-20%	10%
33) CCCN(CCC)C(=O)CSc1nc2n[nH]c(C)c2c(=N)n1-c1ccc(OC)cc1
 : ?	11%	-8%	-11%	-14%	-3%	-11%	9%
34) CCC(=O)N1CCN=C1SCc1ccccc1Cl
 : -10%	-2%	-18%	/	-1%	-1%	-11%	-1%
35) CCN(CC)c1nn2c(=O)c(C(=O)NCc3ccc(OC)cc3OC)cnc2s1
 : /	-6%	-7%	/	/	-1%	-6%	0%
36) COc1ccc(-n2c(C)nn(C)c2=O)cc1
 : 1%	-3%	17%	2%	-6%	-4%	3%	-4%
37) Cc1nc(N)sc1C(=O)Nc1ccccc1
 : 11%	9%	-9%	7%	2%	4%	-8%	-5%
38) O=C1/C(=C/C=C/c2ccco2)SC(=S)N1c1ccc(O)cc1
 : /	4%	4µM*	4.5µM*	-3%	-11%	11µM*[quencher]	?
39) CCN1CCN(CCCNC(=O)c2cc3c(s2)-c2ccccc2OC3)CC1
 : /	-4%	-10%	/	/	?	-6%	-3%
40) COC(=O)c1sc2nc(CSc3nc4ccc(C)cc4[nH]3)[nH]c(=O)c2c1C
 : 3%	-8%	?	/	-13%	2%	-22%	10%
41) CCN(CC)C(=O)CC(c1ccc(OC)cc1)c1c(OC)cc(OC)c2ccc(=O)oc12 (stereo not given)
 : /	7%&4%	-1%	/	-1%&5%	-4%&0%	6%	1%
42) O=C(c1cccs1)n1nc(-c2ccc(Cl)cc2)nc1NCc1ccco1
 : -4%	-6%	2%	-10%	0%	0%	-24%	-18%
43) COc1cc2[nH]c(=O)n(CCC(=O)NCc3cccnc3)c(=O)c2cc1OC
 : ?	0%	-6%	/	7%	-4%	2%	2%
44) CNC(=O)CN(C)S(=O)(=O)c1ccc(OC)c(Cl)c1
 : ?	-13%	-1%	3%[11.4 µM]	2%	-1%	3%	3%
45) O=C(NC(=S)N1CCCCCC1)c1ccccc1Cl
 : -2%	2%	-2%	/	1%	-1%	-4%	0%
46) CCNC(=O)c1ccc(C)c(-n2c(C)nc3cccnc32)c1
 : /	-7%	4%	/	/	-2%	-4%	-3%
47) O=C(NC1CC(=O)N(c2ccc(F)cc2)C1)c1cccs1 (stereo not given)
 : /	3%	2%	/	/	0%	2%	-8%
